# Fam108B counter: mouse Fam108B serine hydrolase inhibitors, primary screen, counter-screen for RBBP9 inhibitor project, biochemical, fluorescence polarization; hit rate 0.33% among 300,000; recombinant Fam108B, FP-Rh probe fluorescence polarization; inhibition, % at 9.51 µM;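 active = inhibition above the screen mean inhibition plus 3 SD, computed separately per campaign, cut at about 18% in these data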;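 note: inhibitors lower polarization as less probe binds the enzyme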
# MCL1 BIM primary: inhibitors of MCL1 binding to BIM-BH3, primary screen, biochemical, fluorescence polarization; inhibition, % at 10.9 µM; GST-MCL1 / FITC-Bim-BH3 fluorescence polarization; AID 2057, 2009; Induced myeloid leukemia cell differentiation protein Mcl-1 (Homo sapiens), Q07820; hit rate 0.68% among 320,000;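 active = inhibition above the mean inhibition of all tested compounds plus 3 SD, set per campaign, cut at about 40% in these data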;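 note: 0% = DMSO wells and 100% = unlabeled Bim-BH3 peptide control; higher means more loss of mP so more displacement of Bim peptide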
# Target sequence (Q07820 whole entry, looked up): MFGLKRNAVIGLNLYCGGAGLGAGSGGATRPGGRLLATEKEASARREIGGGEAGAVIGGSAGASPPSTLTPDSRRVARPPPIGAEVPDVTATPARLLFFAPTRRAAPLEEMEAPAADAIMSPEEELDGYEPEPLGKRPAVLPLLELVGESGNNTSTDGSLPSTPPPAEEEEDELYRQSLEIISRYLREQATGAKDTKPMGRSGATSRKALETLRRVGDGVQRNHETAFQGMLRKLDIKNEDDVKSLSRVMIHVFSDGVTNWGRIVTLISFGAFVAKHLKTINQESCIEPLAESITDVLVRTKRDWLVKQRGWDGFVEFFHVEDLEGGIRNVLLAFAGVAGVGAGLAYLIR
# GLD-1 RNA inh: GLD-1/TGE RNA complex disruptors, primary screen, biochemical, fluorescence polarization; purified GLD-1 + fluorescein TGE RNA; inhibition, % at 5.96 µM; hit rate 0.44% among 320,000;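 active = percent inhibition above a per-plate cutoff, the plate mean of test compounds plus 3 SD, cut at about 30% in these data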;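 note: 0% = DMSO wells with GLD-1 and probe and 100% = wells lacking GLD-1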
# Target sequence (Q17339 whole entry, looked up): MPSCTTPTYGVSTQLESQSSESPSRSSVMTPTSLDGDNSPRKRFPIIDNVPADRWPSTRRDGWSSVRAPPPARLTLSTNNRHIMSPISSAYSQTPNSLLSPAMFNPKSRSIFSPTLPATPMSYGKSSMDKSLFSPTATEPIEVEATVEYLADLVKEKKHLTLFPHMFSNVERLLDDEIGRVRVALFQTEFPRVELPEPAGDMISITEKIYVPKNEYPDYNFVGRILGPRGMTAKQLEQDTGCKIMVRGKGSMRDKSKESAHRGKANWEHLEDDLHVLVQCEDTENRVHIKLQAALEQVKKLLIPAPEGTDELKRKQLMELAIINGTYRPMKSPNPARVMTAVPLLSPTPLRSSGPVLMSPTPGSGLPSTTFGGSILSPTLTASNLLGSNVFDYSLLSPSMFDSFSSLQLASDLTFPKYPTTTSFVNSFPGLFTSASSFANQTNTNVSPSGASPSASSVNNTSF
# PAFAH1B2 FP inh: PAFAH1B2 enzyme inhibitors, primary screen, biochemical, fluorescence polarization, human; inhibition, % at 3.39 µM; Platelet-activating factor acetylhydrolase IB subunit alpha2 (Homo sapiens), P68402; AID 492953, 2010; hit rate 1.2% among 340,000; recombinant PAFAH1B2, FP-rhodamine activity probe;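 active = inhibition above the mean of all tested compounds plus 3 SD, cut at about 24% in these data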;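 note: 0% = enzyme with DMSO and 100% = wells lacking PAFAH1B2; many of its hits are not listed in these tables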
# AHR act: AHR activators, primary screen, cell-based, luminescence, luciferase reporter, human. Aryl hydrocarbon receptor (Homo sapiens), P35869. AHR-responsive luciferase reporter cells. activation, % at 5 µM. hit rate 2.5% among 320,000. AID 2796, 2010; in the data active = activation above about 47%;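 note: 0% = vehicle wells and 100% = reference agonist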
# pPAFAH FP inh: pPAFAH enzyme inhibitors, primary screen, biochemical, fluorescence polarization, human; hit rate 1.5% among 330,000; inhibition, % at 3.39 µM; recombinant pPAFAH, FP-rhodamine probe fluorescence polarization; Platelet-activating factor acetylhydrolase (Homo sapiens), Q13093;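 active = inhibition above the mean inhibition across the screen plus 3 SD, cut at about 25% in these data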;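 note: inhibitors block binding of the rhodamine activity-based probe so polarization drops; 0% = enzyme with DMSO and 100% = wells lacking pPAFAH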
# MEX-5 binding: MEX-5 zinc finger RNA-binding disruptors – biochemical, C. elegans, fluorescence polarization, MLPCN library, primary screen. AID 1832, 2009. MEX-5/FITC-TCR2 RNA binding; active compounds read low. activity score (negative = inhibition of binding), % at 10 µM. Zinc finger protein mex-5 (Caenorhabditis elegans), Q9XUB2. hit rate 0.38% among 300,000;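 active = inhibition past about -25% in most replicates, and total fluorescence under double the plate's negative control median, limit read from the data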;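 note: 0% = DMSO and -100% = 5 µM competing unlabeled TCR2 RNA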
# Bcl-xL primary: inhibitors of human Bcl-xL, primary screen, biochemical, fluorescence polarization, HTS | GST-Bcl-xL / FITC-Bim BH3 peptide fluorescence polarization | inhibition, % at 10.9 µM | hit rate 0.7% among 320,000;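 active = inhibition above the mean of all tested compounds plus 3 SD, cutoff set per campaign, cut at about 30% in these data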;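 note: 0% = DMSO wells and 100% = unlabeled Bim-BH3 peptide competitor; inhibitors lower millipolarization by displacing the labeled peptide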
# Target sequence (Q07817 whole entry, looked up): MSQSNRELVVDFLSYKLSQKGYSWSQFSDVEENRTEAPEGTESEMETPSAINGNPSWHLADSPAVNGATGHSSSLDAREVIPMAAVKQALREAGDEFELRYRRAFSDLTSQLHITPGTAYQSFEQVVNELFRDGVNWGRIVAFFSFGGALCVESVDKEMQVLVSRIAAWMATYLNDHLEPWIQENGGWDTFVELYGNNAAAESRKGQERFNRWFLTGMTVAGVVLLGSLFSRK
# PME-1 primary: PME-1 inhibitors via competitive probe labeling, primary screen, biochemical, fluorescence polarization, FP-Rh probe, HTS. Protein phosphatase methylesterase 1 (Homo sapiens), Q9Y570. recombinant PME-1. inhibition, % at 5.9 µM. hit rate 0.53% among 320,000;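 active = inhibition above the campaign mean of all compounds plus 3 SD, cut at about 26% in these data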;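 note: competitive labeling of PME-1 active site by serine hydrolase directed probe; 0% = PME-1 with DMSO and 100% = wells lacking PME-1 enzyme; inhibitors block probe labeling so polarization falls and inhibition rises; many of its hits are not listed in these tables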
# * marks the source's active call; other numbers are inactive results; · = no result given. A portion of the library; the hit share may differ from the screen's.
# Value order: Fam108B counter	MCL1 BIM primary	GLD-1 RNA inh	PAFAH1B2 FP inh	AHR act	pPAFAH FP inh	MEX-5 binding	Bcl-xL primary	PME-1 primary
O=C(c1ccc(Cl)cc1Cl)N1CCC(c2nc3c(nnn3Cc3ccco3)c(=O)[nH]2)CC1
 : 9	9	5	0	1	3	-1.7	9	1
C=C(C)[C@@H](O)COc1c2ccoc2cc2oc(=O)ccc12
 : ·	9	-7	1	30	1	·	3	1
O=C(c1n[nH]c2ccccc12)N1CCOCC1
 : 1	5	7	-1	15	-2	-0.9	1	-3
CCn1c(CC(=O)Nc2ccccc2)nnc1SCC(=O)NC1=NCCS1
 : 0	8	1	-3	4	0	1.0	2	2
Cc1ccc(S(=O)(=O)N2CCN(C)CC2)c(C)c1N(C)S(=O)(=O)c1ccc(Cl)cc1
 : 2	6	-1	-5	1	-1	0.6	4	6
O=C(O)CSc1ccc2nnc(-c3cccnc3)n2n1
 : 4	16	-3	-4	1	5	-1.6	12	1
C#CCNC(=O)C1=C[C@@H](c2ccc(C(F)(F)F)cc2)C[C@@H](OCCCCO)O1
 : -5	-2	6	3	13	6	3.2	1	-4
Cn1nnnc1SCc1ccc(F)cc1
 : 4	-5	-8	-1	2	3	-2.7	2	-3
CCOC(=O)C1C(c2cccc(Cl)c2Cl)NC(=O)NC1(O)C(F)(F)F (stereo unspecified)
 : 6	-1	-2	5	2	2	-0.8	4	7
C/C(N)=C(/C#N)C(=O)CSc1nc2ccccc2c(=O)n1-c1ccc(C)c(Cl)c1
 : -15	6	6	-2	2	-3	-0.5	4	-4
CNC(=O)CN(CCc1ccccc1)S(=O)(=O)c1ccc(OC)cc1
 : 3	-20	5	0	2	-2	-5.6	-15	0
CCC(C)C(N)C(=O)NC(CCC(=O)OCc1ccccc1)C(N)=O (stereo unspecified)
 : 0	-7	-7	0	-2	5	-1.6	2	-2
Cc1ccc(NC(=O)CCC(=O)OCC(F)(F)C(F)F)cc1
 : -3	-2	6	10	1	-3	-1.0	5	-7
CC(C)n1c(O)c(N=NC(=O)c2ccccc2NS(=O)(=O)c2cccs2)c2ccccc21
 : 0	30	2	7	9	6	0.5	7	11
Cc1cc(C)n2c(SCC(=O)Nc3cccc(S(N)(=O)=O)c3)nnc2n1
 : ·	·	2	-1	1	6	·	·	·
O=C(/C=C/CCc1ccc2c(c1)OCO2)N1CCCCC1
 : ·	·	5	11	6	6	·	·	·
O=C(NN=C1CCCC1)c1cc(-c2ccccc2)n[nH]1
 : -2	-3	1	3	23	3	-2.0	-3	-8
Cc1cc(C)n(-c2ccc(NC(=O)C3CCN(Cc4ccc(C)o4)CC3)cc2)n1
 : 2	2	0	2	0	0	-0.3	3	3
Cc1ccc(C(=O)NCC2CCCO2)o1 (stereo unspecified)
 : 0	14	6	1	1	1	-0.8	5	-6
CCC(C)NS(=O)(=O)c1ccc(NC(=O)Cc2ccc(OC)cc2)cc1 (stereo unspecified)
 : 0	7	-3	6	0	9	-0.5	2	0
O=C(CNC(=O)c1cccs1)Nc1ncccc1O
 : -2	0	1	-1	2	0	0.7	1	4
Oc1ccc(C2=CSC3=NCCN23)cc1O
 : 0	4	-4	3	1	4	-30*	6	-3
Cc1ccc(S(=O)(=O)NNC(=O)c2sccc2-n2cccc2)cc1
 : 0	0	-4	24	3	6	-2.8	4	1
CCCOC(=O)C1=C(C)NC(=O)NC1c1cc2c(cc1Br)OCO2 (stereo unspecified)
 : 3	-2	-3	9	-1	8	1.0	2	4
Cc1cc(OCC(=O)Nc2ccccc2N2CCCCC2)ccc1C(C)C
 : -3	-6	3	-1	7	-1	5.0	-2	-2
COc1ccc(C(c2nnnn2C2CCCCC2)N2CCN(c3ccc(OC)cc3)CC2)cc1 (stereo unspecified)
 : -2	-1	2	5	1	1	-2.2	2	1
CCOc1ccc(N2C(=O)/C(=C\c3ccccc3OC)S(=O)(=O)C2c2cccc([N+](=O)[O-])c2)cc1 (stereo unspecified)
 : -3	-4	0	1	4	1	0.0	4	2
COc1cccc(C(=O)NNC(=O)c2cccc(F)c2)c1
 : -2	-5	3	0	3	-2	-1.8	8	-2
COc1ccc(OC)c(-c2cc(C(=O)NCCCn3ccnc3)no2)c1
 : 0	5	5	0	0	8	1.5	0	1
O=C(COC(=O)c1cnc(Cl)c(Cl)c1)Nc1cccc(S(=O)(=O)N2CCOCC2)c1
 : ·	·	-4	-2	-1	6	·	·	·
O=C(COc1ccc(Cl)cc1)NCc1nnc(SCC(=O)NCc2ccc3c(c2)OCO3)o1
 : 2	-3	2	6	3	10	0.5	4	-4
Cc1cccc2cc(CN(CCc3ccccc3)C(=O)N3CCOCC3)c3nnnn3c12
 : -1	3	-2	-3	1	2	-0.5	1	0
C=CCn1c(SCC(=O)Nc2ccc(NC(=O)c3ccco3)c(OC)c2)nnc1-c1ccncc1
 : 8	0	0	-1	-1	4	1.8	-3	1
CCOCCOC(=O)c1[nH]c2c(c1C)C(=O)CC(c1ccccc1)C2 (stereo unspecified)
 : -4	8	1	2	26	-1	-2.6	7	0
Cc1cc(=O)[nH]c(SCC(=O)Nc2ccc3c(c2)OCCO3)n1
 : -3	-4	-4	2	2	-1	0.3	0	0
CCc1ccccc1Nc1nc2ccccc2n1CC
 : -3	10	6	7	1	-7	-1.1	5	2
O=C(CSCCO)Nc1cc(C(F)(F)F)ccc1Cl
 : 0	7	4	2	-5	3	-1.7	5	1
N#Cc1ccc(S(=O)(=O)NC2CCCCNC2=O)cc1 (stereo unspecified)
 : -1	-7	3	4	2	3	-1.3	3	-1
CC(=O)C1=C(C)Nc2ncnn2C1c1ccc(Br)cc1 (stereo unspecified)
 : -2	-3	-6	4	1	6	1.6	-1	-3
CC12CCC(C(=O)OC3CCCCC3)(OC1=O)C2(C)C (stereo unspecified)
 : 4	-4	2	-2	-2	4	-0.4	-1	4
CSCC(C)N1CCC(n2nccc2NC(=O)c2ccccc2C)CC1 (stereo unspecified)
 : -5	39	23	2	2	-4	-4.6	38*	-3
O=C(NCCc1ccccc1)C1CCN(S(=O)(=O)N2CCOCC2)CC1
 : -1	-2	-8	4	0	6	2.4	-1	1
O=C(Cc1ccc([N+](=O)[O-])cc1)N1CCN=C1SCc1ccccc1
 : 0	-3	-1	2	-2	-3	0.5	1	2
C=CCC1(C#N)C(=S)NC(C)=C(C(=O)OCC)C1c1ccccc1 (stereo unspecified)
 : -1	4	0	·	5	-4	2.7	3	6
COCCNC(=O)c1cc(-c2ccccc2C)nn1CC1CC(c2cccnc2)=NO1 (stereo unspecified)
 : ·	·	2	4	0	-6	·	·	·
COc1ccccc1CNC(=O)CN1C(=O)c2ccccc2S1(=O)=O
 : 3	-1	0	2	-2	5	0.3	-3	23
CCOC(=O)c1ccc(-c2c(-c3ccccc3OC)sc3cc4c(cc23)OCO4)cc1F
 : ·	-2	-6	-1	48*	3	·	-5	-4
COc1ccc(OCC(=O)Nc2c3c(nn2-c2ccccc2)CS(=O)(=O)C3)cc1
 : 2	10	4	4	2	0	-0.3	9	5
COC(=O)c1ccc2c(=O)n(CCCCCC(=O)NCCNC(C)=O)c(=O)[nH]c2c1
 : 5	-1	-2	2	0	1	-4.6	5	-2
O=Cc1cn(CC(=O)Nc2ccc3c(c2)OCO3)c2ccccc12
 : 2	6	-1	7	-3	3	-2.0	0	0
O=C(c1ccc([N+](=O)[O-])cc1)N1CCc2ccccc2C1
 : -2	-5	-3	-5	-11	1	-2.7	-3	5
O=C1OCc2ccc(NC(=O)c3ccccc3C(=O)O)cc21
 : 3	-12	7	-4	0	-1	-0.3	-6	2
CC(c1ccccc1)N1C(=O)NC(NC(=O)c2cccnc2)(C(F)(F)F)C1=O (stereo unspecified)
 : -3	6	-3	5	1	3	2.6	5	4
O=C(CN1CCN(S(=O)(=O)c2cc(Cl)ccc2Cl)CC1)c1ccc(O)c(O)c1
 : 2	14	-4	1	2	12	-2.5	12	11
Cc1ccc(N2C(=O)C(Cl)=C(N3CCOCC3)C2=O)c(C)c1
 : 5	7	7	7	-1	2	-1.1	5	5
O=C(O)c1ccc(CSc2nnc(-c3ccncc3)n2-c2ccc(Cl)cc2)cc1
 : 5	-5	3	-2	-1	3	1.1	-1	-3
COc1cccc(C2CC(=O)Nc3c2c(=O)n(C)c(=O)n3C)c1OC (stereo unspecified)
 : -1	0	-2	-7	-2	0	2.3	2	1
CCOC(=O)c1cc(-c2cccc([N+](=O)[O-])c2)nc2[nH]c(=O)[nH]c(=O)c12
 : 1	9	4	2	32	-4	-1.6	5	9
C[C@@]12CCC[C@@](C)(C(=O)O)C1CC[C@@]13C[C@@H](NCc4ccccc4)[C@@](C)(CCC12)C3 (stereo partly specified)
 : ·	2	-1	5	2	1	·	2	-4
CCn1nnnc1SCC(=O)Nc1nnc(C(C)C)s1
 : 6	8	1	1	17	0	-3.6	4	-1

# Continued:
# Value order: Fam108B counter	MCL1 BIM primary	GLD-1 RNA inh	PAFAH1B2 FP inh	AHR act	pPAFAH FP inh	MEX-5 binding	Bcl-xL primary	PME-1 primary
Cc1ccc(CNC(=O)Cn2cnc3cc([N+](=O)[O-])ccc3c2=O)cc1
 : -3	3	8	-4	11	6	-2.5	8	7
Cc1noc(C)c1COC(=O)c1ccc(S(=O)(=O)N2CCCCC2)cc1
 : -2	-10	5	2	-1	7	3.4	-4	-3
Cn1c(CCNC(=O)c2cccs2)nnc1SCC(=O)Nc1nc(-c2ccccc2)cs1
 : -6	-5	-5	0	1	10	-5.8	0	0
NC(=O)c1ccc(N2CCNC(=O)C2)c([N+](=O)[O-])c1
 : 3	3	1	5	1	6	2.4	7	-5
O=C(CCCn1c(SCc2cccc(F)c2)nc2ccccc2c1=O)NCC1CCCO1 (stereo unspecified)
 : 1	-4	3	-1	0	7	·	-2	2
Cc1ccccc1NC(=S)N(Cc1ccccc1)Cc1cccs1
 : 3	10	4	2	-1	7	-2.8	6	0
Cc1ccc(-c2csc(NC(=O)C3=NN(C4CCS(=O)(=O)C4)C(=O)CC3)n2)cc1 (stereo unspecified)
 : -1	-26	1	5	7	6	-1.1	-4	-12
CCN(CC(=O)Nc1ccc(NC(C)=O)cc1)C(=O)/C=C/c1cn(-c2ccccc2)nc1-c1cccs1
 : -10	-11	2	-7	0	-7	1.9	-10	-18
Cc1nn(Cc2ccccc2)c2c1C(c1cccnc1)C(C#N)=C(N)O2 (stereo unspecified)
 : 0	3	9	2	-2	5	1.5	7	1
CCN(CC)S(=O)(=O)c1ccc(N2CCOCC2)c(NC(=O)C(C)(C)C)c1
 : 1	1	2	7	0	5	2.3	7	0
c1ccc(C2CCCN(Cc3nc(CC4CC4)no3)CC2)cc1 (stereo unspecified)
 : -2	-4	1	3	3	4	2.0	0	4
COc1ccc(-c2nc3cccc(C)n3c2NCc2ccco2)cc1OC
 : -3	2	-4	4	57*	14	-1.3	10	-4
N#CC1=C(N)C(C#N)(C#N)[C@H](c2ccsc2)[C@H]2COCC=C12
 : 0	33	35*	0	5	3	-30*	38*	0

# Screens as filed in PubChem.
